HTT cytoprotect – Huntington cell model cytoprotection by ATP luminescence | Potency, µM (series often up to 56.4 µM), for inactives: cytoprotection (ATP increase), most hits filed as activators | PC12 HTT-Q103 induced, cytoprotection, ATP luminescence, 40 h | hit rate 0.14% among 230,000;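 further: % of control where 0% means no effect; nearly all actives have a fitted effect of over 45% in size; toxic huntingtin expression switched on by the ecdysone agonist tebufenozide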
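Quantitative HTS on tebufenozide-induced (100 nM) PC12 cells expressing HTTQ103 exon 1–GFP; compounds tested as a concentration series; survival measured via cellular ATP.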
GAA glycogen mod – alters human alpha-glucosidase cleavage of glycogen | P10253 | hit rate 0.38% among 300,000 | recombinant GAA, glycogen substrate, Amplex Red glucose oxidase fluorescence | AID 2100 | Potency, µM (doses to about 76.4 µM), without a hit: at the highest dose activity change, negative = inhibition, most hits filed as inhibitors;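 further: 0% = full enzyme reaction and -100% = no-enzyme basal signal; the screen sought inhibitors and activators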
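Recombinant human alpha-glucosidase (4 nM final) hydrolysed bovine liver glycogen (30 ug) for 40 min at 37 C in pH 5.0 citrate/phosphate with 0.01% Tween-20. Released glucose detected by glucose oxidase/Amplex Red, Ex 573/Em 610 nm. Compounds up to 77 uM; AC50 from Hill fits.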
Tau fluor counter – counter-screen for tau fibril formation inhibitors; tau K18 P301L Alexa594 fluorescence, heparin fibrillization; hit rate 0.93% among 280,000; AID 1463; Potency, µM (series often up to 57.7 µM), for inactives: at the highest dose activity change, negative = decrease; further: on the % scale 0 is the no-effect control and ±100 the full control effect; nearly all actives have a fitted effect of over 55% in size
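Human K18 P301L tau (15 uM unlabeled plus 0.24 uM Alexa 594-labeled, final) in 100 mM sodium acetate pH 7 was mixed with compound and 20 uM heparin and incubated 6 hr at 37 C.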
Tau ThT inhib – inhibitors of human tau fibril formation, thioflavin T binding | recombinant tau K18 P301L, heparin-induced fibrillization, ThT fluorescence | P10636 | AID 1460 | hit rate 2.1% among 270,000 | Potency, µM (series often up to 57.4 µM), without a hit: at the highest dose activity, negative = inhibition, most hits filed as inhibitors; further: on the % scale 0 is the no-effect control and ±100 the full control effect; nearly all actives have a fitted effect of over 55% in size
Target sequence (P10636 561-689 P618L limits assumed): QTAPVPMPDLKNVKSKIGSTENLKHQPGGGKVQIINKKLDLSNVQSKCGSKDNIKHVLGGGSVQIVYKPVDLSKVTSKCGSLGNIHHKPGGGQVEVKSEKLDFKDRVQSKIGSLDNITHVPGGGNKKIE
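Fibril formation assay: tau K18 P301L at 15 uM with trace Alexa 594 label, heparin inducer 20 uM, pH 7 sodium acetate buffer, 37 C for 6 hr; endpoint ThT signal.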
GAA spleen mod – inhibits or activates alpha-glucosidase in human spleen homogenate; AID 2112; P10253; human spleen homogenate, 4-MU-alpha-glucoside fluorescence; Potency, µM (highest dose often 79.9 µM), inactives show top-dose activity change, negative = inhibition, most hits filed as inhibitors; hit rate 0.006% among 240,000;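 further: 0% = enzyme with vehicle and -100% = no enzyme basal signal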
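Human spleen homogenate (1 ug) incubated with compounds and 1 mM 4-methylumbelliferyl-alpha-D-glucopyranoside in pH 5.0 citrate/phosphate buffer, 37 C, 40 min. Stopped at pH 10; 4-MU fluorescence (Ex 365/Em 440 nm); AC50 by Hill fit.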
GLA spleen mod – inhibits or activates alpha-galactosidase in human spleen homogenate. Potency, µM (doses to about 80 µM), for inactives: at the top dose activity change, negative = inhibition, usual class: inhibitors. human spleen homogenate, 4MU-alpha-Gal fluorescence, 40 min. AID 2107. P06280. hit rate 0.008% among 240,000;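 further: 0% = enzyme with vehicle and -100% = no enzyme basal signal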
Target sequence (P06280 32-429 limits assumed): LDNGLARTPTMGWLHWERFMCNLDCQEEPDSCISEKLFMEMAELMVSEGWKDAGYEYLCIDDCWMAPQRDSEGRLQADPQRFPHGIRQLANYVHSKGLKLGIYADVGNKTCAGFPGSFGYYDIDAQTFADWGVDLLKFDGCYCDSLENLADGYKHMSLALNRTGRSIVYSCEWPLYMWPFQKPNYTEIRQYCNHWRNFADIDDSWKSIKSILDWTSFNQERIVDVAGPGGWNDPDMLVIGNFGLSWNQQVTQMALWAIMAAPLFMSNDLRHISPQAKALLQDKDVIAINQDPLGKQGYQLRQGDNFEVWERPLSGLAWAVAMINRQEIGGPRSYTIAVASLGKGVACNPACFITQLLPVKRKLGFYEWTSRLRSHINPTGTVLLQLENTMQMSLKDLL
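Fluorogenic readout (Ex 365/Em 440 nm) of 4-methylumbelliferone released from 1 mM 4-MU-alpha-galactoside by spleen homogenate, 40 min at 37C, pH 5.0. Data normalized to no-enzyme and enzyme controls; Hill-equation AC50 from compound titrations.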
GAA inhib – alpha-glucosidase (human) inhibition | P10253 | purified human GAA, 4-MU-alpha-glucoside fluorescence | Potency, µM (top dose mostly 76.9 µM), for inactives: at the highest dose activity change, negative = inhibition, hits mostly inhibitors | hit rate 0.005% among 200,000;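 further: plate controls were uninhibited enzyme wells for no effect and no-enzyme background for full effect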
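Human enzyme at 4 nM with 400 uM 4-methylumbelliferyl-alpha-D-pyranoside, citrate/phosphate buffer pH 5.0, 0.005% Tween-20, 20 min at room temperature. Compounds up to 77 uM. 4-MU fluorescence (Ex 365/Em 440) read after NaOH/glycine stop; AC50 from Hill fit.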
Tau fibril FP – blocks human tau fibril formation measured by polarization; P10636; K18 P301L tau heparin fibrillization, Alexa594 FP, 6 h; Potency, µM (top dose mostly 57.7 µM), inactives show at the top dose activity, negative = inhibition, hits mostly inhibitors; hit rate 0.39% among 280,000; AID 1468; further: on the % scale 0 is the no-effect control and ±100 the full control effect; nearly all actives have a fitted effect of over 55% in size
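Quantitative HTS format: compounds meet 15 uM recombinant K18 P301L tau and Alexa 594-tau tracer in 100 mM sodium acetate pH 7; 20 uM heparin triggers fibrillization at 37 C over 6 hr; FP gives the signal.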
* hit, by the source's call; ? = inconclusive; nt = no result given; [ ] = another dose, or the depositor's remark. The call rests on the fitted dose curve; in most records, active means well fitted curve in the direction sought with a large enough effect; inconclusive means small, poorly fitted or top-dose-only effect, or another doubt; inactive means no such curve, though single readings can be large; an effect the other way counts as inactive or inconclusive. Potency means the concentration at half of the fitted maximal effect.

SMILES | HTT cytoprotect | GAA glycogen mod | Tau fluor counter | Tau ThT inhib | GAA spleen mod | GLA spleen mod | GAA inhib | Tau fibril FP
O=C(CSc1nnc(COc2cccc3cccnc23)o1)N1CCN(C(=O)c2ccco2)CC1 | 17%[10 µM] | 7% | 4% | ? | -6% | -2% | 4% | 10%
Nc1ncnc2c1nc(Br)n2C1OC(CO)C(O)C1O (stereo not drawn) | nt | nt | -1% | 0% | -9% | 4% | nt | 3%
CNC(=S)N(CCc1c(C)[nH]c2ccccc12)Cc1ccco1 | nt | -10% | -29% | -11% | 3% | 9% | -3% | 7%
O=C(c1ccc([N+](=O)[O-])cc1)N1CCSC1c1ccccc1Cl (stereo not drawn) | ? | -7% | -24% | -13% | 2% | 15% | 5%[15.4 µM] | ?
Cc1ccc(C(=O)N2CC(=O)Nc3ccc(F)cc3C2c2ccccc2)cc1[N+](=O)[O-] (stereo not drawn) | 12%[10 µM] | 3% | -6% | -3% | -6% | 2% | -2% | 7%
CC(C(N)=O)N1C(=O)c2cccc3cccc1c23 (stereo not drawn) | ? | -13% | -4% | -1% | -1% | -11% | -5% | -1%
COc1ccc(C(=O)N[C@H](C(=O)N2CCN(c3ccccc3F)CC2)C(C)C)cc1 | -2%[10 µM] | ? | -3% | 1% | -1% | 8% | -1% | 4%
CCN(CC)CCOc1ccccc1C(C)=O | -35%[inhibitor] | -9% | -2% | -3% | -11% | 2% | 7% | -2%
O=C(NCCCn1ccnc1)c1cc2cc([N+](=O)[O-])ccc2oc1=O | 4%[10 µM] | 8% | -1% | -10% | -6% | -2% | -13% | -3%
CCOC(=O)c1cnn2c(N)c(C#N)nnc12 | 6% | ? | 3% | 2% | -2% | -11% | -10% | 3%
O=C(NCCCN1CCN(c2ccccc2F)CC1)C1CCN(S(=O)(=O)c2cccs2)CC1 | -7% | 6% | -6% | 5% | -5% | 9% | -2% | -2%
O=C(NCCCc1nc2ccccc2[nH]1)c1cccs1 | nt | 24% | 3% | -2% | 5% | -3% | 0% | 0%

Retrieved by structure from above (4):
SMILES | HTT cytoprotect | GAA glycogen mod | Tau fluor counter | Tau ThT inhib | GAA spleen mod | GLA spleen mod | GAA inhib | Tau fibril FP
O=C(NCCCn1ccnc1)c1cc2cc([N+](=O)[O-])ccc2oc1=O | 4%[10 µM] | 8% | -1% | -10% | -6% | -2% | -13% | -3%
Nc1ncnc2c1nc(Br)n2C1OC(CO)C(O)C1O (stereo not drawn) | nt | nt | -1% | 0% | -9% | 4% | nt | 3%
COc1ccc(C(=O)N[C@H](C(=O)N2CCN(c3ccccc3F)CC2)C(C)C)cc1 | -2%[10 µM] | ? | -3% | 1% | -1% | 8% | -1% | 4%
O=C(CSc1nnc(COc2cccc3cccnc23)o1)N1CCN(C(=O)c2ccco2)CC1 | 17%[10 µM] | 7% | 4% | ? | -6% | -2% | 4% | 10%

Further compounds follow.
SMILES | HTT cytoprotect | GAA glycogen mod | Tau fluor counter | Tau ThT inhib | GAA spleen mod | GLA spleen mod | GAA inhib | Tau fibril FP
CCOC(=O)C1=C(C)NC(=O)NC1c1cc(Br)c(O)c(OC)c1 (stereo not drawn) | -1%[10 µM] | ? | -4% | 1% | -1% | 4% | -6% | 1%
O=C(Cc1ccccc1)NCCS(=O)c1ccc(Cl)cc1 (stereo not drawn) | -24% | 10% | -6% | -13% | 1% | -4% | 2% | -6%
CC(=O)c1oc2ccccc2c1NC(=O)CCCN1C(=O)c2ccccc2C1=O | -6% | -17% | -5% | -6% | -2% | -7% | -3% | -3%
O=C(NCc1ccc2c(c1)OCO2)c1nnc(Cc2ccc(F)cc2)o1 | -3% | -6% | -12% | -13% | -3% | 5% | 2% | -1%
O=C(NCCNC(=O)c1cc(OCC(F)(F)F)ccc1OCC(F)(F)F)Nc1ccc(Cl)cc1 | -16% | 0% | -26% | 17% | 4% | -3% | -5% | ?
CCn1c(O)c(/C=N/N=C/c2ccccc2)c2ccc(C3=NNC(=O)CC3)cc21 | 20%[10 µM] | 2% | ? | ? | -9% | 1% | -9% | 8%
CCCCCn1c(SCC#N)nc2cc(C(=O)NCC3CCCO3)ccc2c1=O (stereo not drawn) | -18% | 8% | -12% | -12% | -1% | 6% | 14% | 4%
Cc1ccc2nc3c(cc(C(=O)NCc4ccco4)c(=N)n3C(C)C)c(=O)n2c1 | nt | 17%[76.3 µM] | -3% | -2% | nt | nt | nt | -7%
Cc1cc(C)cc(N2CN=C3SCC(=O)N3C2)c1 | 14%[0.074 µM] | 1% | 3% | 0% | -4% | -4% | -1% | -1%
Cc1ccccc1Nc1nc(N)nc(-c2oc3ccccc3c2C)n1 | 33%[10 µM] | -3% | ? | ? | -4% | 0% | 1%[15.4 µM] | ?
CCOc1ccc(NC(=S)Nc2ccc(OC(F)(F)F)cc2)cc1 | 10%[10 µM] | -3% | -14% | -10% | -3% | -3% | -3% | 12%
COc1cccc(NS(=O)(=O)c2ccc3[nH]cc(C(=O)NCCN4CCOCC4)c(=O)c3c2)c1 | -12% | 12% | -13% | -4% | 3% | -10% | 11% | -8%
COc1cccc(N2CCN(c3ncnc4c3[nH]c3ccc(F)cc34)CC2C)c1 (stereo not drawn) | -126%[inhibitor] | -9% | 18µM*[quencher] | ? | -1% | 6% | 8% | ?
Cc1ccc(Nc2c(-c3ccc(C)s3)nc3ccccn23)cc1 | nt | -18%[76.3 µM] | ? | -17% | nt | nt | nt | 2%
Cc1ccc(-c2csc(N3N=C(c4ccccc4)/C(=C\c4ccc(N(C)C)cc4)C3=O)n2)cc1 | -4% | -2% | ? | ? | -8% | 3% | ? | -2%
Cn1c(=O)c2c(nc(N3CCCCCC3)n2CC(O)COc2ccccc2)n(C)c1=O (stereo not drawn) | -9%[10 µM] | 3% | -5% | -2% | 12% | 14% | -7% | -3%
C=CCNC(=S)Nc1ccc2cn[nH]c2c1 | 9%[10 µM] | -1% | -21% | ? | -6% | 6% | 4%[15.4 µM] | ?
NS(=O)(=O)c1ccc(CNC(=S)Nc2ccc(F)c(Cl)c2)cc1 | ? | -6% | -6% | 2% | 3% | 0% | -2% | -8%
COc1ccc(N/C=C(\C#N)c2ccc(OCCCF)cc2)cc1 | 20% | ? | ? | ? | 3% | 1% | -4% | 18%
O=c1c2sccc2[nH]c(=S)n1-c1ccccc1 | 18%[10 µM] | -4% | 5% | 6% | 6% | 7% | nt | -5%
Cc1ccc2nc(C)cc(C(=O)N3CCCC(CO)(Cc4ccccc4C)C3)c2c1 (stereo not drawn) | -6%[10 µM] | -17% | -11% | -9% | 4% | 10% | 0% | -1%
CC1CC(Nc2ccccc2)c2ccccc2N1C(=O)c1cccnc1 (stereo not drawn) | 30%[10 µM] | -11% | -8% | -7% | -14% | -7% | -1% | 2%
COc1ccc(N2CCN(C(=O)Cc3nn(C)c(=O)c4ccccc34)CC2)cc1 | -23%[0.074 µM] | ? | 4% | -5% | 3% | 7% | -7% | -2%
Cc1ccc2oc3c(c(=O)c2c1)C(c1ccccc1F)N(CCCN1CCOCC1)C3=O (stereo not drawn) | nt | 0%[76.3 µM] | 6% | 7% | nt | nt | nt | -2%

Single records (already shown). Order of values: HTT cytoprotect	GAA glycogen mod	Tau fluor counter	Tau ThT inhib	GAA spleen mod	GLA spleen mod	GAA inhib	Tau fibril FP
COc1ccc(N/C=C(\C#N)c2ccc(OCCCF)cc2)cc1 reads 20%	?	?	?	3%	1%	-4%	18%
Cc1ccc2oc3c(c(=O)c2c1)C(c1ccccc1F)N(CCCN1CCOCC1)C3=O (stereo not drawn) reads nt	0%[76.3 µM]	6%	7%	nt	nt	nt	-2%
CCOC(=O)c1cnn2c(N)c(C#N)nnc12 reads 6%	?	3%	2%	-2%	-11%	-10%	3%
CC(C(N)=O)N1C(=O)c2cccc3cccc1c23 (stereo not drawn) reads ?	-13%	-4%	-1%	-1%	-11%	-5%	-1%
O=C(c1ccc([N+](=O)[O-])cc1)N1CCSC1c1ccccc1Cl (stereo not drawn) reads ?	-7%	-24%	-13%	2%	15%	5%[15.4 µM]	?

Next structures follow.
SMILES | HTT cytoprotect | GAA glycogen mod | Tau fluor counter | Tau ThT inhib | GAA spleen mod | GLA spleen mod | GAA inhib | Tau fibril FP
c1ccc2c(-n3cccn3)cccc2c1 | -1%[10 µM] | 7% | -4% | -9% | -2% | 3% | -2% | 6%
CCOc1ccc2nc(NC(=O)CN3CCC(n4nnc5cc(F)ccc54)CC3)sc2c1 | -2%[10 µM] | -5% | -26% | ? | -10% | 4% | 0% | 7%
CCOc1c(Cl)cc(CNc2ccc(S(N)(=O)=O)cc2)cc1OC | 13%[10 µM] | -2% | 9% | 6% | -4% | -12% | -13% | -1%
Cc1ccc(NC(=O)CSCC(=O)N2CCOCC2)cc1 | 10%[10 µM] | 7% | 6% | -2% | -5% | 5% | -10% | 7%
CCC(=O)N1CCN(c2nc(-c3ccc(Cl)cc3)cs2)CC1 | 11%[10 µM] | 6% | -29% | ? | 2% | -6% | 3% | 15%
Cn1cc(S(=O)(=O)c2cccc(Cl)c2)c(=O)c2cc(F)c(N3CCCCC3)cc21 | nt | -3%[76.3 µM] | 7% | 6% | nt | nt | nt | 0%
COc1ccc(-n2ccnc2SCC(=O)Nc2ccccc2)cc1 | -4% | -4% | -8% | -7% | -4% | -16% | 9% | -7%
O=C1CN(C(=O)c2cc3ccccc3oc2=O)C(c2ccc(F)cc2)c2cc(F)ccc2N1 (stereo not drawn) | nt | 0% | -7% | -1% | -4% | 3% | 1% | -3%
COc1ccccc1N1CCN(S(=O)(=O)Cc2ccccc2Cl)CC1 | 4% | 0% | -15% | -18% | 7% | 10% | -12% | 11%
CCOCC(=O)Nc1ccc([N+](=O)[O-])cc1C | nt | 8% | -15% | -16% | 7% | 4% | -4% | -1%
CCOn1c(=O)c(-c2cc3ccccc3o2)[n+]([O-])c2ccccc21 | -5%[10 µM] | 6% | -1% | 0% | 0% | 5% | -7% | 6%

Assay outcomes deposited in PubChem BioAssay by National Center for Advancing Translational Sciences (NCATS).
